Screening data from PubChem.
cytoskel mod = modifiers of F-actin cytoskeleton organization, primary screen, imaging, HUVEC, phalloidin staining, high-content imaging; HUVEC TNFa F-actin phalloidin imaging; inhibition, % at 2 µM; hit rate 0.18% among 91,000;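 active = inhibition above the batch mean plus 3 SD and confirmed as a hit by visual image inspection, cut at about 30% in these data, passing the limit was not always enough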; also: strong numbers were not always called active
TNFa cytotox = cytotoxicity in TNFa-stimulated HUVEC, primary screen, cytotoxicity control for VCAM1 expression modulator project, imaging, Hoechst nuclei count. HUVEC TNFalpha-stimulated, Hoechst cell count. cell count reduction, % at 2 µM. hit rate 0.17% among 93,000. AID 848, 2007;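 active = cell count reduction exceeding the screen mean by over 5 SD, scaled to untreated wells per plate, cut at about 78% in these data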;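 also: cells counted after 24 h of TNF alpha exposure following the 1 h pretreatment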
ERb SRC1 inh = inhibitors of ERβ-SRC1 coactivator interaction, primary screen, biochemical, TR-FRET, ERβ LBD, SRC-1 peptide | TR-FRET ER-beta LBD / SRC1-Cy5 peptide binding; receptor agonist-loaded with 1 µM estradiol | inhibition, % at 25.6 µM | hit rate 1.3% among 86,000 | AID 633, 2007;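 active = compounds whose percent inhibition of the receptor-coactivator binding signal exceeds about 50% in the single-dose screen, limit read from the data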;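 also: 0% = receptor plus peptide wells without compound and 100% = peptide-only wells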
Target sequence (Q92731 whole entry, looked up, the tested form may be a part): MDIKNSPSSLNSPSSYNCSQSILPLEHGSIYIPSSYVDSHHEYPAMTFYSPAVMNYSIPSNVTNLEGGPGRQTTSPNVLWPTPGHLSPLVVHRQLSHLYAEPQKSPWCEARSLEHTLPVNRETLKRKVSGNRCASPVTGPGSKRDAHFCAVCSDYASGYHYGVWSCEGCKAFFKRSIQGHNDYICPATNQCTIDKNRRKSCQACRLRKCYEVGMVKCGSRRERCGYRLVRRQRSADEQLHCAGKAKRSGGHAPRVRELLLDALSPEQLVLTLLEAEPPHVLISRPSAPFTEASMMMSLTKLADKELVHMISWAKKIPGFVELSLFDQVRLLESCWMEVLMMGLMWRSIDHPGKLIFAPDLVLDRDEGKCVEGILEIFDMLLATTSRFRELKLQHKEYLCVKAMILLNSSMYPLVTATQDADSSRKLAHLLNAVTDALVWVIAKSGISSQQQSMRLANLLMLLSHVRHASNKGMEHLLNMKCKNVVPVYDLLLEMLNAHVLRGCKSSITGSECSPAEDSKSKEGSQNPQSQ
Smad3 inh = Smad3/FoxH1 peptide binding inhibitors, primary screen, biochemical, TR-FRET; Mothers against decapentaplegic homolog 3 (Homo sapiens), P84022; TR-FRET Smad3/Dy647-FoxH1 peptide binding, europium anti-His; inhibition, % at 25 µM; hit rate 0.29% among 88,000; AID 630, 2007;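 active = compounds that reduce the energy-transfer binding signal between the protein and its labelled peptide by more than half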;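 also: 0% = Smad3 plus labelled peptide maximal FRET and 100% = peptide-only background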
HUVEC tox IL1B = cytotoxicity in IL-1B stimulated HUVEC, primary screen, cytotoxicity control for IL-1B NFkB translocation project, imaging, Hoechst nuclear count, IL-1B stimulus; hit rate 0.41% among 94,000; HUVEC cell count loss; AID 845, 2007; cell count reduction, % at 2 µM;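 active = cell count reduction more than 3 SD above the screen-wide mean, cut at about 70% in these data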;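 also: normalized per plate to untreated control cells as the no-loss baseline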
sEH act = soluble epoxide hydrolase activators, primary screen, biochemical, human sEH. purified human sEH enzymatic activity, activator screen. hit rate 0.04% among 91,000. AID 717, 2007. activation, % at 2 µM; in the data active = activation above about 37%; also: values of inactives mirror those of a sister screen read the other way
Target sequence (P34913 whole entry, looked up): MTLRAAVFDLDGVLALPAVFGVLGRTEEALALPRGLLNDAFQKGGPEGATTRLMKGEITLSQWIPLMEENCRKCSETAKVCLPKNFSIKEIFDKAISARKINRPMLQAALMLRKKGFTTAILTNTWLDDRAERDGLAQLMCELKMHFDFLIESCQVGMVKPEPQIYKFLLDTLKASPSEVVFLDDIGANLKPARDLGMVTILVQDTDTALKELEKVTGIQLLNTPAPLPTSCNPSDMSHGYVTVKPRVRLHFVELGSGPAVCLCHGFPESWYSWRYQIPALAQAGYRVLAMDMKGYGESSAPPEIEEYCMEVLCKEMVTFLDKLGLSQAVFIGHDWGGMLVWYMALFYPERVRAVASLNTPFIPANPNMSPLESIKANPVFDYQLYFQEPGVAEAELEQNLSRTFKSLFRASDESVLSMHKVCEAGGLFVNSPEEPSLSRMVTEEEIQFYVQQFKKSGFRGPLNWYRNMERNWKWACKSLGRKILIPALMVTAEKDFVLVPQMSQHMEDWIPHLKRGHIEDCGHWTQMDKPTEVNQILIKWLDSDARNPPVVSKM
VCAM1 TNFa inh = inhibitors of TNFa-induced VCAM1 expression, primary screen, imaging, HUVEC, TNFa stimulus, immunofluorescence; hit rate 0.48% among 95,000; inhibition, % at 2 µM; HUVEC TNFa-induced VCAM-1 immunofluorescence, high-content imaging;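 active = inhibition above the batch mean plus 3 SD, with images confirmed as a hit by eye, cut at about 37% in these data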;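 also: 0% = TNF-stimulated DMSO wells and 100% = unstimulated control wells; not every result past the cut was called active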
sEH inh = soluble epoxide hydrolase inhibitors, primary screen, biochemical, human sEH; Bifunctional epoxide hydrolase 2 (Homo sapiens), P34913; recombinant human sEH enzymatic activity assay; inhibition, % at 2 µM; hit rate 0.34% among 91,000; AID 707, 2007; in the data active = inhibition above about 80%; also: values of inactives mirror those of a sister screen read the other way; many of its hits are not listed in these tables
Calb biofilm kill = clotrimazole potentiators killing Candida biofilms, primary screen, with clotrimazole, Alamar Blue. AID 834, 2007. C. albicans biofilm + clotrimazole. hit rate 0.14% among 85,000. inhibition, % at 6 µM;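 active = inhibition above 20%; inactive = inhibition below 20%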;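 also: preformed 24 hr biofilms exposed to compound for 48 hr; 0% = biofilm without compound and 100% = blank killed by clotrimazole plus chlorhexidine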
Numbers without * were called inactive; x = not tested or not shown; & = joins results of further samples; ! = a repeat was not active; [ ] = dose if it differs, or a comment.

SMILES	cytoskel mod	TNFa cytotox	ERb SRC1 inh	Smad3 inh	HUVEC tox IL1B	sEH act	VCAM1 TNFa inh	sEH inh	Calb biofilm kill
c1cncc(-c2nnc(-c3cccnc3)nn2)c1	-11	15	-28	12	36	4	-11	-6	5
CC(C)Cc1n[nH]c(=O)[nH]1	-8	8	3	9	-24	0	10	-4	-3
CCn1c(=O)c(=O)[nH]c2cc(C(=O)Nc3ccc(S(=O)(=O)N4CCCC4)cc3)ccc21	-24	-13	6[fluorescence artefact?]	-5	-40	x	4	x	7
O=C(NC(=O)N1CCN(c2ccc(F)cc2)CC1)c1ccccc1	x	-75	-3[fluorescence artefact?]	5	-16	-5	4	4	0
O=S(=O)(NCc1ccccc1)c1cccc2cccnc12	-2	-17	6	20	8	16	17	-13	2
CCCCNc1c2c3c(cccc3n(C)c1=O)C(=O)c1ccccc1-2	x	x	-23[fluorescence artefact?]	-2	-19	-2	x	6	6
COc1ccc(Oc2c(-c3ccc(O)cc3O)n[nH]c2C)cc1	9	-30	-12	5	-37	-2	7	1	5
O=C(c1cccs1)N1CCN(C(=O)N2CCOCC2)CC1	3	-3	-10	-3	7	x	10	x	7
O=C(CSC1=NCCS1)Nc1ccc(S(=O)(=O)NC2CCCCC2)cc1	-1	-6	2[fluorescence artefact?]	16[fluorescence artefact?]	-10	-16	5	16	5
Cc1ccc(CN2CC(C(=O)Nc3cc(S(C)(=O)=O)ccc3Cl)CC2=O)cc1 (stereo unspecified)	-10	9	35	-4	-15	-17	-9	17	3
CC(C)CCNC(=O)C(NS(=O)(=O)c1ccc2c(c1)c(=O)n(C)c(=O)n2C)c1ccccc1 (stereo unspecified)	-13	31	27[fluorescence artefact?]	16[fluorescence artefact?]	8	-4	14	1	3
CCOC(=O)c1c(C#N)c(SCC(=O)Nc2ccc(OC)cc2)nc2c1CN(CC)CC2	-3	-4	-1	-9	8	2	-3	0	0
COc1ccc(Oc2ncc(CN3CCN(c4ccccc4)CC3)s2)cc1	10	4	-2	6	8	22	1	-24	-2
CC(C)(C)CC(C)(C)c1ccc(O)c(CN2CCN(CCC#N)CC2)c1	4	-35	-1	9	-17	-7	-6	8	-1
Cc1cc2cc(CN(Cc3ccco3)S(=O)(=O)c3c(C)ccc4nsnc34)c(=O)[nH]c2cc1C	28	-25	x	x	3	-1	2	4	x
Cc1ccc(S(=O)(=O)N2CCC(C(=O)NCc3ccncc3)CC2)cc1	-5	-2	2	16	8	-1	16	0	0
CCCc1ccc(-c2cc(N)n[nH]2)cc1	14	3	0	-6	-5	-5	15	6	-1
COc1ccc(-c2cnc(N)nc2-c2ccc(OC)cc2O)cc1	-6	-18	-16	13	9	19	17	-23	2
COCCOC(=O)C1=C(C)N=C2SCCC(=O)N2C1c1ccc(OC(=O)c2ccco2)cc1 (stereo unspecified)	5	-24	x	x	28	2	10	2	x
CCOC(=O)c1c(NC(=O)c2nn(CC)cc2Br)c(C#N)nn1-c1ccccc1	4	-9	-11	6	-29	-5	7	10	4
CC1Cc2nc(SCC(=O)Nc3ccccc3F)n(C)c(=O)c2S1 (stereo unspecified)	1	6	5	5	-8	-8	-1	7	6
O=C(NCC1CCCO1)c1ccccc1-c1nc(-c2ccccc2)no1 (stereo unspecified)	-36	-16	-8	9	0	10	3	-10	-1
O=P1(Nn2cnnc2)C=C(c2ccccc2)OC(c2ccccc2)=C1	-5	14	-6	-10	-49	6	1	-8	8
O=C(NCc1cccnc1)c1ccc(CS(=O)(=O)c2ccc(Br)cc2)o1	-2	-8	-2[fluorescence artefact?]	2	16	28	-8	-26	1

7 structures out of the list, sorted by formula weight, smallest number first:
SMILES	cytoskel mod	TNFa cytotox	ERb SRC1 inh	Smad3 inh	HUVEC tox IL1B	sEH act	VCAM1 TNFa inh	sEH inh	Calb biofilm kill
c1cncc(-c2nnc(-c3cccnc3)nn2)c1	-11	15	-28	12	36	4	-11	-6	5
COc1ccc(Oc2c(-c3ccc(O)cc3O)n[nH]c2C)cc1	9	-30	-12	5	-37	-2	7	1	5
CCCCNc1c2c3c(cccc3n(C)c1=O)C(=O)c1ccccc1-2	x	x	-23[fluorescence artefact?]	-2	-19	-2	x	6	6
CC(C)(C)CC(C)(C)c1ccc(O)c(CN2CCN(CCC#N)CC2)c1	4	-35	-1	9	-17	-7	-6	8	-1
CC1Cc2nc(SCC(=O)Nc3ccccc3F)n(C)c(=O)c2S1 (stereo unspecified)	1	6	5	5	-8	-8	-1	7	6
COc1ccc(Oc2ncc(CN3CCN(c4ccccc4)CC3)s2)cc1	10	4	-2	6	8	22	1	-24	-2
CCOC(=O)c1c(C#N)c(SCC(=O)Nc2ccc(OC)cc2)nc2c1CN(CC)CC2	-3	-4	-1	-9	8	2	-3	0	0

Going on with the list:
SMILES	cytoskel mod	TNFa cytotox	ERb SRC1 inh	Smad3 inh	HUVEC tox IL1B	sEH act	VCAM1 TNFa inh	sEH inh	Calb biofilm kill
O=C1CC(c2ccccc2)Cc2nc(NCc3ccco3)ncc21 (stereo unspecified)	54	2	-1	6	-32	-8	8	11	x
Cc1ccc(O)c(-c2cc(-c3ccccc3F)[nH]n2)c1	-22	9	-3	-9	3	-10	31	10	0
COc1cc(NC(=O)CN(c2ccc(C)cc2)S(=O)(=O)c2c(C)n[nH]c2C)cc(OC)c1	12	33	9	-12	-11	13	-12	-10	6
CN(C)S(=O)(=O)N(Cc1ccc(Br)cc1)c1ccccc1	-2	7	-2	-4	-6	8	8	-6	4
O=C1CCCCCN1Sc1ccccc1	31	-5	0[fluorescence artefact?]	3	12	x	1	x	3
CC(c1ccco1)N(C(=O)COc1ccc(Cl)cc1Cl)c1ccccn1 (stereo unspecified)	14	-66	-3	3	-13	0	10	-2	7
Fc1ccc(CNC(=S)Nc2ccc(Cl)cc2)cc1	4	-12	x	x	22	9	-10	-11	x
Cc1ccc(-n2nc3c(=S)[nH]nc(C)c3c2C)cc1	-7	-6	x	x	21	26	-1	-22	x
CC(C)=CCC/C(C)=C/CCC(C)NCCN1CCNCC1 (stereo unspecified)	-30	-8	-5	-5	-7	x	23	x	2
COC(=O)Cc1csc(N)n1	-11&-34	7&-8	63*![fluorescence artefact?]	-15&-14	-12&9	11&-26	-6&8	-14&28	7&5
CCN(CC)c1ccc(C2C(C(=O)OCCOC)=C(C)NC3=C2C(=O)CC(C)(C)C3)cc1 (stereo unspecified)	-44	-12	5	3	-6	1	2	-2	6
CN1CCN(CCC(=O)Nc2ccc(OCc3ccccc3)cc2)CC1	12	-19	-5	-2	-49	-6	-8	5	6
CCC1(C)Cc2ccccc2-c2nc(NCCO)n(-c3ccc(C)cc3)c(=O)c21 (stereo unspecified)	x	-16	-1[fluorescence artefact?]	7	-15	4	3	-9	7
COC(=O)/C(=C\Nc1ccccc1)NC(=O)c1ccc(Cl)cc1Cl	-6	-8	-9	8	-4	-2	-3	5	7
COC(=O)c1nn(-c2ccc3c(c2)OCO3)cc1O	2	14	13	-1	-4	14	16	-12	6
Cc1ccc(NCc2nnc(SCC(=O)N3CCCc4ccccc43)o2)c(C)c1	8	-8	-8	-7	8	-3	-15	3	8
CC12CCC(c3c(C(=O)O)nn(-c4ccc(F)cc4)c31)C2(C)C (stereo unspecified)	19	-27	-3	1	2	1	-6	2	1
CC1Cc2nc(SCC(=O)Nc3nccs3)n(C)c(=O)c2S1 (stereo unspecified)	-11	4	32	12	-18	-5	18	5	8
COc1ccc(N2CCN(C(=O)CSc3ccccc3N)CC2)cc1	-1	4	-3[fluorescence artefact?]	9	28	18	-2	-14	-4
CCCN1C(=O)S/C(=C\c2ccc(N3CCOCC3)cc2C)C1=O	-10	-6	x	x	0	-10	-20	12	x
O=C(Nc1ccc2c(c1)nc1n2CCN(Cc2ccccc2)C1)c1cccs1	6	-13	12	1	-68	-12	8	11	9
Cc1occc1-c1nnc(SCC(=O)Nc2ccccc2)n1Cc1ccccc1	-11	-4	-3[fluorescence artefact?]	-8	-13	-7	18	6	-2
CCOC(=O)c1nnn(-c2nonc2N)c1CN1CCc2ccccc2C1	2	0	1	2	-20	-3	5	4	4
CCOC(=O)COn1c2c(c3c4no[n+]([O-])c4ccc31)CCCC2	8	-22	3	-10	-7	-1	-9	0	10
Cc1cc(C(=O)N/N=C/c2cccc(OC(=O)c3ccco3)c2)n[nH]1	-22	8	x	x	6	-7	3	8	x
CC(C)n1c(Nn2cnnc2)nc2ccccc21	6	-20	-15	5	0	2	-1	4	-1
CCOc1cc(NC(=S)Nc2ccccc2)c(OCC)cc1NC(=O)c1ccc(OC)cc1	-27	9	x	x	-40	5	3	-3	x
COc1ccc(S(=O)(=O)N2Cc3ccccc3CC2C(=O)Nc2ccc3c(c2)OCO3)cc1 (stereo unspecified)	5	-38	x	x	-13	-12	-2	14	x
Cc1ccc(N2CCN(/N=C/c3cccs3)CC2)cc1	-36	19	x	x	-18	2	-16	-3	x
COc1ccc2c(CC(=O)Nc3nnc(C4CC4)s3)coc2c1	-24	6	12	6	18	8	7	-7	6
CCc1nnc(NC(=O)CSc2nnc(COc3ccccc3C)o2)s1	-2	-3	3	12	12	3	5	-4	3
CNc1nc(-c2ccccc2)cc(C(F)(F)F)c1C#N	-41	-8	x	x	-9	-1	1	1	x
CC1CN(S(=O)(=O)c2ccc(NC(=O)CCCN3C(=O)c4ccccc4C3=O)cc2)CC(C)O1 (stereo unspecified)	3	-4	-2	6	-14	-68	-2	68	-2
COc1ccccc1CN(C)C(=O)C1COc2ccccc2O1 (stereo unspecified)	x	-45	-3	4	-18	-5	5	6	3
COc1ccc(CCc2nc(C)ccc2O)cc1	-7	-16	x	x	10	-18	-6	19	x

Looked up by structure from the list above (6):
SMILES	cytoskel mod	TNFa cytotox	ERb SRC1 inh	Smad3 inh	HUVEC tox IL1B	sEH act	VCAM1 TNFa inh	sEH inh	Calb biofilm kill
CCN(CC)c1ccc(C2C(C(=O)OCCOC)=C(C)NC3=C2C(=O)CC(C)(C)C3)cc1 (stereo unspecified)	-44	-12	5	3	-6	1	2	-2	6
CCn1c(=O)c(=O)[nH]c2cc(C(=O)Nc3ccc(S(=O)(=O)N4CCCC4)cc3)ccc21	-24	-13	6[fluorescence artefact?]	-5	-40	x	4	x	7
CCOC(=O)c1c(NC(=O)c2nn(CC)cc2Br)c(C#N)nn1-c1ccccc1	4	-9	-11	6	-29	-5	7	10	4
COc1ccc2c(CC(=O)Nc3nnc(C4CC4)s3)coc2c1	-24	6	12	6	18	8	7	-7	6
CC(C)(C)CC(C)(C)c1ccc(O)c(CN2CCN(CCC#N)CC2)c1	4	-35	-1	9	-17	-7	-6	8	-1
COc1ccc(CCc2nc(C)ccc2O)cc1	-7	-16	x	x	10	-18	-6	19	x

The list is partial (hit frequency here may not be typical).
